LDHA inh: LDHA (human) enzyme inhibition | AID 1347041 | purified LDHA, NADH/diaphorase-resazurin fluorescence; active compounds read low | hit rate 0.15% among 480,000 | activity change, % (values are at about 110 or 230 µM) | P00338; in the data active = activity change below about -30%;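 note: plate controls were DMSO wells for no effect and wells without enzyme for full effect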
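LDH5 2 nM; NADH 0.06 mM, pyruvate 0.2 mM; 200 mM Tris pH 7.4, EDTA, Tween-20; 5 min RT. Detection: diaphorase 0.133 mg/mL + resazurin 37 µM, fluorescence ex540/em590 at 0 and 20 min; normalized to enzyme-free and DMSO wells.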
* hit, by the source's call.

`Cc1cc(Cl)ccc1OCC(=O)NC1CCN(C2CC2)CC1` gave LDHA inh -1.9.
C=CCNC(=O)NC(=O)CN(CC)Cc1cccs1 was read as LDHA inh 0.2.
CNC(=O)c1cccc(NC(=O)c2cc(C3CC3)nc3ccccc23)c1 was read as LDHA inh 0.1.
For Cc1ccc(C(C)NC(=O)CCCc2nc(C(C)(C)C)no2)o1 (configuration not stated) the results were LDHA inh 1.2.
O=C(Cc1ccc(F)cc1)N(Cc1ccco1)C1CC1 was read as LDHA inh 2.6.
`Cc1ccc(C2CC(c3ccccc3)=NN2S(C)(=O)=O)cc1` (configuration not stated) gave LDHA inh -19.9.
c1cc(C2CC2)[nH]n1 was read as LDHA inh -13.9.
Screening Cc1ccccc1/C=N/O returned LDHA inh -1.3.
Screening O=C1NC[C@H](CCCCN2C[C@H](Cc3ccccc3)N(CCc3ccc(O)cc3)C(=O)C2=O)N(CCc2ccc(O)cc2)C1=O returned LDHA inh -0.7.
Screening CC(=O)OC(C(N)=O)C(OC(C)=O)C(N)=O (configuration not stated) returned LDHA inh -6.4.
COc1ccc(C2Nc3ccccc3C(=O)N2Cc2cccc(-c3ccccc3)c2)cc1COc1ccc(NC(C)=O)cc1 (configuration not stated) was read as LDHA inh 2.1.
For Cc1ccccc1CSC1=NS(=O)(=O)c2ccccc2N1Cc1ccccc1 the results were LDHA inh 8.4.
`CCCc1cc(=O)[nH]c(SCC(=O)N2CCN(S(=O)(=O)c3ccc(C)c(C)c3)CC2)n1` gave LDHA inh -1.0.
For COc1cc(N2CC(C(=O)Nc3c(C)nn(C)c3C)CC2=O)cc(OC)c1OC (configuration not stated) the results were LDHA inh 25.0.
For Cc1ccc2nc(C)c(C(=O)N3CCN(S(=O)(=O)c4cccc(F)c4)CC3)cc2c1 the results were LDHA inh 27.7.
Screening O=C(O)C12CCCC(C(=O)O)(CCC1)C2 returned LDHA inh -3.7.
Screening Cc1ccc(NC(NC(=O)c2ccc(Cl)cc2)C(Cl)(Cl)Cl)cc1 (configuration not stated) returned LDHA inh 7.6.
`CC(=O)Nc1nc2ccc(CCC(=O)N3CCN(c4cccc(Cl)c4)CC3)cc2s1` gave LDHA inh 11.9.
COc1ccc(CCNC(=O)c2nccnc2N)cc1 was read as LDHA inh -0.1.
Screening O=C1CCCC2=C1C(c1ccc(O)c(Cl)c1)C1=C(CCCC1=O)O2 returned LDHA inh -4.5.
`O=C(Cc1c[nH]c2ccccc12)Nc1cc(S(=O)(=O)N2CCOCC2)ccc1N1CCCC1` gave LDHA inh -18.6.
COC(=O)C1=C(C)N(C)C(=O)N(C)C1c1ccc(Br)cc1 (configuration not stated) was read as LDHA inh -5.2.
For CC1COCCN1Cc1ccccc1C#N (configuration not stated) the results were LDHA inh 4.3.
For O=c1c(-c2ccco2)nc2ccccc2n1C(c1ccccc1)c1nc2ccccc2[nH]1 (configuration not stated) the results were LDHA inh -0.6.
CCN(C(=O)C(C)S(=O)(=O)Cc1cccc(Cl)c1)c1ccccc1 (configuration not stated) was read as LDHA inh -14.8.
For CC(C)CNC(=O)C(C)SCc1ccccc1 (configuration not stated) the results were LDHA inh 1.5.
For CN(C(=O)CSc1nnc(-c2cccnc2)o1)C1(c2ccccc2Cl)CCCCC1=O (configuration not stated) the results were LDHA inh 3.6.
Screening CC(=O)N1CCN(c2nc(C)c3c(c2C#N)CCCC3)CC1 returned LDHA inh 5.9.
CCOC(=O)c1c(-c2ccc(OC)c(OC)c2)csc1NC(=O)CNC(C)(C)CC was read as LDHA inh -4.1.
CN(C)C1CN(Cc2cn(Cc3cccc(Cl)c3)nn2)S(=O)(=O)C1 (configuration not stated) was read as LDHA inh -0.4.
O=S(=O)(Nc1nc2ccccc2nc1Nc1cccc(F)c1)c1cccs1 was read as LDHA inh 3.2.
For COc1ccc(CCNC(=O)Cc2c(C)c3c(OC)cc(C)cc3oc2=O)cc1 the results were LDHA inh 5.8.
Screening COc1ccc(Oc2nc(-c3ccccc3O)nc3ccccc23)cc1 returned LDHA inh 4.9.
O=C(CSc1nc2cc([N+](=O)[O-])ccc2o1)Nc1ccc(Cl)cc1 was read as LDHA inh -8.0.
`Cc1ccc(C)c(Oc2coc3cc(OCC(=O)OCC(C)C)ccc3c2=O)c1` gave LDHA inh -15.1.
Screening CCOC(=O)c1sc(Nc2cc(C)ccc2C)nc1C(F)(F)F returned LDHA inh 8.1.
O=C(NCCCc1ccccc1)C1CCCN(C(=O)Cc2c[nH]c3ccccc23)C1 (configuration not stated) was read as LDHA inh -3.4.
COCCCNC(=O)c1cc(-c2ccc(C)c(C)c2)nc2ccccc12 was read as LDHA inh -0.3.
For COC(CNC(=O)c1cc(Nc2cc(C)cc(C)c2)nc2ccccc12)OC the results were LDHA inh -3.3.
Screening COc1cc(C(=O)/C=C/c2ccc(F)cc2)ccc1S(C)(=O)=O returned LDHA inh 5.8.
Cc1cc(C)nc(NC2=NCC(=O)N2c2ccc(C)c(Cl)c2)n1 was read as LDHA inh 1.9.
`COc1ccc2cc(C3CC=C(COC(C)=O)CN3S(=O)(=O)c3ccccc3[N+](=O)[O-])n(C(=O)OC(C)(C)C)c2c1` (configuration not stated) gave LDHA inh 1.1.
O=C(/C=C/c1ccc(F)cc1)NCCCCCCNC(=O)/C=C/c1ccc(F)cc1 was read as LDHA inh -3.4.
For CC(OC(=O)c1cc(C2CC2)nn1-c1ccccc1)C(=O)Nc1ccc2c(c1)OCCO2 (configuration not stated) the results were LDHA inh 4.2.
Cc1cc(C)cc(NC(=S)NCCO)c1 was read as LDHA inh 1.4.
Cc1noc(C)c1C(=O)OC(C)C(=O)NC1CCCC1 (configuration not stated) was read as LDHA inh 13.9.
For Cc1cc(C(=O)N2CCN(S(=O)(=O)c3c(F)cccc3F)CC2)c(C)n1Cc1cccs1 the results were LDHA inh -1.0.
Screening O=C(/C=C/c1cccs1)c1ccc2ccccc2c1 returned LDHA inh 11.7.
Cn1c(=O)c2c(nc(Cl)n2Cc2ccc(Cl)cc2)n(C)c1=O was read as LDHA inh 0.8.
Screening COc1ccc(OC)c(NC(=O)c2cc(=O)c3cc(C)ccc3o2)c1 returned LDHA inh 8.7.
CC1CCC(C(C)C)C(NC(=O)c2ccccc2)C1 (configuration not stated) was read as LDHA inh 0.1.
For Cc1ccc(-c2cc(C(=O)NCC(C)C)c3ccccc3n2)o1 the results were LDHA inh 0.8.
Screening CCCCCn1nc(C(=O)Nc2ccc3oc(C)nc3c2)c2ccccc2c1=O returned LDHA inh 1.7.
For Cc1csc(CNC(=O)c2ccc(C)c(C)c2)n1 the results were LDHA inh -3.6.
For N#Cc1ccc(CS(=O)(=O)Cc2ccc(Cl)c(Cl)c2)cc1 the results were LDHA inh -1.5.
For Cc1ccc(S(=O)(=O)NCc2ccccc2NS(=O)(=O)c2ccc(C)cc2)cc1 the results were LDHA inh 1.8.
O=c1[nH]c(=S)[nH]c2c1C(C1CCCCC1)OC(C1CCCCC1)C2 (configuration not stated) was read as LDHA inh -1.3.
Screening Cc1cccc(NC(=O)c2ccccc2NC(=O)CN2CCN(S(=O)(=O)c3cccs3)CC2)c1 returned LDHA inh 3.1.
For COc1ccc(Oc2c(C)oc3cc(OCC(=O)O)ccc3c2=O)cc1 the results were LDHA inh 7.2.
Screening C/C(=N\NC(=O)C1CCCCC1)c1ccc2ccccc2c1 returned LDHA inh -6.9.
O=S1(=O)N[C@H](Cc2ccccc2)COc2cccc(N3CCSCC3)c21 was read as LDHA inh -0.3.
For N#CNC(=O)c1ccc(-n2cccc2/C=C2\NC(=O)N(CC(=O)Nc3ccccc3F)C2=O)cc1 the results were LDHA inh -4.6.
For COc1ccccc1NC(=O)CSCc1cc(=O)c2ccccc2[nH]1 the results were LDHA inh -16.6.
CCOC(=O)COC(=O)c1cc2c(s1)-c1ccc(OC)cc1CC2 was read as LDHA inh -22.1.
For COc1cc(OC)cc(OC(=O)C2CCCCC2)c1 the results were LDHA inh 2.4.
`O=S(=O)(Cc1cccc(F)c1)Cc1cc(-c2ccccc2)on1` gave LDHA inh 9.6.
`Cc1onc(-c2ccccc2Cl)c1C(=O)Nc1cccc(C(=O)NC(C)(C)C)c1` gave LDHA inh 2.3.
For COc1cccc2cc(-c3cc(=O)oc4ccc(C(C)C)cc34)oc12 the results were LDHA inh -6.2.
Screening COc1ccc(OCC(=O)Nc2nonc2C)cc1 returned LDHA inh 10.7.
Screening Clc1ccc(OCc2ccc(-c3nc(-c4ccc(Br)o4)no3)o2)cc1 returned LDHA inh 2.5.
`N#CC(C(=O)CCc1ccccc1)C(=O)NC1CCCCC1` (configuration not stated) gave LDHA inh 12.2.
`Cc1cc(C)cc(OCCNC(=O)Cn2nc(C)c3ccccc3c2=O)c1` gave LDHA inh -2.0.
COc1ccc(S(=O)(=O)Oc2ccc3cc(-c4ccccc4)c(=O)oc3c2)cc1 was read as LDHA inh 1.0.
Screening CC(C)CC(NC(N)=O)C(=O)NCc1ccc(C(F)(F)F)cc1 (configuration not stated) returned LDHA inh -2.8.
Cc1sc2c(c1C)c1nc(-c3ccco3)nn1c(=O)n2Cc1ccccc1 was read as LDHA inh 1.6.
CC(=O)c1ccc(NC(=O)c2ccccc2SC(C)C)cc1 was read as LDHA inh -2.3.
For NC(=O)c1ccccc1OC/C=C/c1ccccc1 the results were LDHA inh 1.6.
For Cc1nc(C23CC4CC(CC(C4)C2)C3)co1 the results were LDHA inh -1.8.
`O=C(CC1(O)C(=O)N(C/C=C/c2ccccc2)c2ccccc21)c1ccccc1` (configuration not stated) gave LDHA inh 5.0.
Screening COc1ccc(C(CNC(=O)CN2CCNC(=O)C2)c2c[nH]c3ccccc23)cc1 (configuration not stated) returned LDHA inh 8.8.
`COc1ccc(-c2c(C)oc3cc(OCc4ccccc4)ccc3c2=O)cc1OC` gave LDHA inh -0.1.
Screening O=c1cc(CSc2ccc3ccccc3n2)nc2ccccn12 returned LDHA inh 6.9.
`O=Cc1cccn1-c1cc(Cl)c(Cl)cc1Cl` gave LDHA inh 3.9.
CC(Sc1nc(N)cc(N)n1)C(=O)c1ccc(F)c(F)c1 (configuration not stated) was read as LDHA inh 0.6.
For COC(=O)c1ccc(Oc2coc3cc(OC(=O)c4ccccc4)ccc3c2=O)cc1 the results were LDHA inh 0.5.
`COc1cc(/C=C/c2nc(C#N)c(NCc3ccc(F)cc3)o2)cc(OC)c1OC` gave LDHA inh 0.2.
For Cc1cc2n(n1)C(c1ccsc1)Nc1c(C)cccc1-2 (configuration not stated) the results were LDHA inh 6.4.
Screening COc1nc2ccccc2cc1-c1noc(-c2ccccc2)n1 returned LDHA inh -9.2.
COc1ccc(S(=O)(=O)Oc2ccc3c(c2)O/C(=C\c2cccc(C)c2)C3=O)cc1 was read as LDHA inh -2.2.
O=S1(=O)C=C(Sc2nc3ccccc3o2)c2ccccc21 was read as LDHA inh 3.2.

As a short view, some entries already given.
`O=Cc1cccn1-c1cc(Cl)c(Cl)cc1Cl` gave LDHA inh 3.9.
CC(Sc1nc(N)cc(N)n1)C(=O)c1ccc(F)c(F)c1 (configuration not stated) was read as LDHA inh 0.6.
For COC(=O)c1ccc(Oc2coc3cc(OC(=O)c4ccccc4)ccc3c2=O)cc1 the results were LDHA inh 0.5.
`COc1cc(/C=C/c2nc(C#N)c(NCc3ccc(F)cc3)o2)cc(OC)c1OC` gave LDHA inh 0.2.
For Cc1cc2n(n1)C(c1ccsc1)Nc1c(C)cccc1-2 (configuration not stated) the results were LDHA inh 6.4.
Screening COc1nc2ccccc2cc1-c1noc(-c2ccccc2)n1 returned LDHA inh -9.2.
COc1ccc(S(=O)(=O)Oc2ccc3c(c2)O/C(=C\c2cccc(C)c2)C3=O)cc1 was read as LDHA inh -2.2.

Back to the main list; the two compounds before the break are reprinted first.
COc1ccc(S(=O)(=O)Oc2ccc3c(c2)O/C(=C\c2cccc(C)c2)C3=O)cc1 was read as LDHA inh -2.2.
O=S1(=O)C=C(Sc2nc3ccccc3o2)c2ccccc21 was read as LDHA inh 3.2.
Screening CCc1cccc(NC(=O)CN(C)Cc2ccc(C(F)(F)F)cc2)c1 returned LDHA inh 18.9.
`Cc1ccc2c(c1)C(=O)C(=O)N2CCOc1ccccc1C` gave LDHA inh 7.6.
`CCCCS(=O)(=O)CCSS(=O)(=O)O` gave LDHA inh -8.2.
`CN(C(=O)CSc1nc2c(=O)[nH]cnc2n1CC1CCCO1)c1ccccc1` (configuration not stated) gave LDHA inh 5.2.
For COc1cccc(-c2cc(C(=O)Nc3cc(OC)ccc3OC)[nH]n2)c1 the results were LDHA inh -3.2.
For Cc1ccccc1C(=O)N(C)C1CCN(CCc2ccccn2)CC1 the results were LDHA inh -1.1.
`CCCCCc1c(Cc2ccccc2)ncn1CCc1ccccc1OC` gave LDHA inh 1.1.
C=CCn1c(N(C)Cc2ccccc2)nc2c1c(=O)n(C)c(=O)n2C was read as LDHA inh -3.3.
`CCN(CC)CCNC(=O)CCN1C(=O)c2ccccc2C1c1c(C)[nH]c2ccccc12` (configuration not stated) gave LDHA inh -1.5.
`CCC(CC)C(=O)N1CCN(C(=O)c2ccccc2C(=O)c2ccc(F)cc2)CC1` gave LDHA inh 1.5.
For Cn1ccnc1C(=O)c1ccc(NC(=O)C(=O)NC2CCCCC2)cc1 the results were LDHA inh 2.7.
Screening Clc1ccc(-c2noc(C(c3ccccc3)c3ccccc3)n2)cc1 returned LDHA inh 0.8.
For Fc1cccc(Cl)c1CSc1ccc(-c2ccccn2)nn1 the results were LDHA inh -14.4.
For CC(C)c1ccc(C(C(=O)NC2CCCC2)N(C(=O)c2cnccn2)c2cccs2)cc1 (configuration not stated) the results were LDHA inh 6.8.
CC(Sc1nnnn1C)C(=O)c1ccc(Br)cc1 (configuration not stated) was read as LDHA inh 3.3.
Screening CCC(C)(C)NC(=O)CC(c1ccccc1)c1ccccc1 returned LDHA inh 7.6.
`Cn1c(=O)c2c(ncn2CCC(=O)Nc2ccc(Br)cc2)n(C)c1=O` gave LDHA inh 0.1.
For O=[N+]([O-])c1cccc2nc(/C=C/c3ccc(C(F)(F)F)cc3)ccc12 the results were LDHA inh 4.4.
c1ccc2sc(SCC34CC5CC(CC(C5)C3)C4)nc2c1 was read as LDHA inh 5.3.
Nc1nccnc1C(=O)NCc1ccnc(Oc2ccccc2)c1 was read as LDHA inh -2.4.

Only part of the results is shown. The share of hits here may be higher or lower than overall.
